Growth percent in the NCI-60 one-dose screen (48 h, 10 µM unless noted): 100 = growth as untreated, 0 = no growth, -100 = all killed.
OVCAR-4 = OVCAR-4 ovarian cancer cells. AID 1794784. 3.7% of 80,000 active
A498 = A498 renal cancer cells. 5.4% of 76,000 active
IGROV1 = IGROV1 ovarian cancer; 4.7% of 79,000 active
RXF 393 = RXF 393 renal cancer cells; AID 1794773; 6.9% of 77,000 active
OVCAR-8 = OVCAR-8 ovarian cancer. 4.4% of 81,000 active. AID 1794782
SK-OV-3 = SK-OV-3 ovarian cancer cells | 3.2% of 80,000 active | AID 1794785
OVCAR-3 = OVCAR-3 ovarian cancer. AID 1794787. 7% of 79,000 active
ACHN = ACHN renal cancer; AID 1794771; 4.9% of 81,000 active
OVCAR-5 = OVCAR-5 ovarian cancer. 2.9% of 82,000 active. AID 1794783
* marks the source's active call; other numbers are inactive results; . = no result given; & = joins results of further samples; [ ] = another dose, or the depositor's remark. Rule for the calls: active = growth percent below 10; inactive = the rest.

Results follow in this order: OVCAR-4	A498	IGROV1	RXF 393	OVCAR-8	SK-OV-3	OVCAR-3	ACHN	OVCAR-5
> CN(O)c1nc(N(C)O)[nH]c(=O)n1
  88.2	81.1	109.4	107.8	109.9	102.9	110.3	106.7	105.1
> COc1cc(/C=C2/Oc3c(c(OC)c4ccoc4c3CN3CCOCC3)C2=O)ccc1O
  114.6	98.3	102.0	94.4	101.7	103.1	107.9	.	115.2
> CC1=C(C)C[C@]2(Cc3ccc(C)cc3C2=O)S(=O)C1 (some centres undefined)
  75.9	108.1	86.9	96.9	72.9	100.1	52.1	61.2	101.9
> CC(C)[C@H](N)C(=O)O
  99.7	113.4	106.1	104.2	113.7	108.3	106.2	106.1	99.2
> CCN(CC)C(=O)c1c2c(n3ccccc13)C(=O)c1ncccc1C2=O
  84.5	71.3	86.1	98.4	95.6	103.9	91.8	89.7	101.7
> Cc1ccc(C(=O)c2ccc(CC(=O)N=Nc3c(O)[nH]c4ccc(Br)cc34)n2C)cc1
  97.6	89.3	77.5	87.0	94.9	91.3	105.1	88.9	91.7
> Cc1ccc(S(=O)(=O)Nc2ccc(-c3cc(-c4ccccc4F)c(C#N)c(N)n3)cc2)cc1
  57.4	87.1	41.3	65.4	61.8	92.5	63.3	69.6	105.3
> CC(=O)c1ccc(NC(=O)CSc2nnc(-c3cc(-c4ccc(S(N)(=O)=O)cc4)nc4ccccc34)n2-c2ccccc2)cc1
  103.9	102.6	87.9	99.4	80.3	97.7	104.9	98.6	87.8
> CCC1=Cc2cccc(OC)c2OC12C=Cc1cccc(OC)c1O2 (centres undefined)
  102.0	103.2	98.4	81.8	79.9	119.0	.	78.5	134.8
> CN(C)C1CCN(Cc2ccccc2)CC1
  96.3	93.2	105.4	101.4	104.4	102.0	115.9	103.2	110.6
> C=C(c1ccc(C(=O)O)cn1)c1cc2c(cc1C)C(C)(C)CCC2(C)C
  85.2	80.0	98.9	102.0	83.7	75.5	87.6	91.8	121.1
> Cc1c2c(c(C)c3c1oc1ccc(O)cc13)C(=O)N(N)C2=O
  78.9	57.3	52.0	88.4	73.4	81.0	87.1	57.7	94.8
> Fc1ccccc1-c1nc(C(Cl)Cl)nc2cc(-c3ccccc3)nn12
  87.6	88.2	77.0	16.9	91.2	.	29.3	47.9	105.7
> Nc1nc(N)c2nc(CNc3ccc(C(=O)NC(CC(=O)O)C(=O)O)cc3)cnc2n1 (centres undefined)
  92.8	142.2	62.0	101.5	65.2	90.7	58.7	45.6	63.8
> CC(C)N1C(=O)/C(=c2\sc3n(c2=O)NC2C(N=3)N(C)C(=O)N2C)c2ccccc21 (centres undefined)
  97.9	95.4	89.3	114.7	102.9	107.2	108.5	102.8	109.2
> COc1ccc(C2CC(c3ccc(N4CCOCC4)cc3)=NN2c2nc(-c3ccc(Cl)cc3)c(C#N)c(N3CCOCC3)n2)cc1OC (centres undefined)
  103.6	104.9	103.1	107.2	101.2	106.3	105.5	98.4	105.3
> Cc1ccc(S(=O)(=O)C/C(=N/Nc2ccc(S(N)(=O)=O)cc2)c2cc3ccccc3oc2=O)cc1
  .	.	104.0	109.7	99.7	.	103.5	103.5	99.1
> CCOC(=O)c1c(-c2ccc(N(C)C)cc2)c(C#N)c(=O)n(-c2cccc(C(F)(F)F)c2)c1N
  76.9	88.2	105.4	108.8	102.4	105.5	108.9	89.5	89.4
> COc1ccc(-c2cc(-c3cc(OC)c(OC)c(OC)c3)c(C#N)c(N3CCOCC3)n2)cc1O
  89.6	74.8	59.3	41.3	56.3	81.2	27.4	66.7	20.5
> C=C(C)[C@@H]1CC[C@]2(C(=O)N3CCN(C)CC3)CC[C@]3(C)[C@H](CC[C@@H]4[C@@]5(C)C/C(=C/c6ccncc6)C(=O)C(C)(C)[C@@H]5CC[C@]43C)[C@@H]12
  53.0	.	74.8	49.4	49.1	88.8	53.3	60.9	88.8
> C#C[C@]1(O)CC[C@H]2[C@@H]3CC=C4c5sc(Nc6nc(C)cc(OC)n6)nc5CC[C@]4(C)[C@H]3CC[C@@]21C
  88.4	18.7	66.0	-34.9*	73.3	47.5	.	49.2	78.8
> O=C(Cn1nc(-c2ccccc2)ccc1=O)N/N=C/c1ccc(N2CCCCC2)cc1
  92.5	95.0	114.6	95.2	88.7	117.5	101.6	93.4	104.0
> CC(C)(C(N)=O)N1CCN(c2cccc(Cl)c2)CC1
  100.8	119.4	118.8	143.1	95.0	109.6	122.5	111.2	104.1
> CN1CCc2c(sc3nc(-c4c(F)cccc4Cl)[nH]c(=O)c23)C1
  103.3	140.7	104.7	105.8	104.0	92.4	115.4	98.0	97.4
> CCOC(=O)C(C(=O)OCC)C(=O)C(C)C
  109.5	90.6	122.7	124.9	107.9	96.2	113.0	92.0	96.4
> OCc1ccncc1
  102.9	84.8	99.5	105.0	106.4	112.3	104.6	99.4	100.0
> ClC/C=C/c1ccccc1
  114.3	107.0	96.5	105.4	110.3	111.0	98.5	101.3	115.1
> CCOC(=O)/C(=C\Nc1cccc(OCc2ccccc2)c1)NC(=O)c1ccccc1
  86.4	80.5	98.2	113.7	89.4	115.4	108.1	99.8	90.3
> C[C@H]1O[C@@H](O[C@H]2[C@@H](O)C[C@H](O[C@H]3[C@@H](O)C[C@H](O[C@H]4CC[C@]5(C)C6CC[C@]7(C)[C@@H](C8=CC(=O)OC8)CC[C@]7(O)C6CC[C@@H]5C4)O[C@@H]3C)O[C@@H]2C)C[C@H](O)[C@@H]1O (some centres undefined)
  -51.4*	-28.5*	-38.8*	-27.1*	-79.1*	-92.5*	-100.0*	-68.0*	-100.0*
> CCCCN(CCCC)CCOc1c[nH]c(=O)[nH]c1=O
  107.4	114.9	100.6	122.1	103.2	104.5	107.6	103.3	93.4

Whole records, quoted from the list:
CC(C)(C(N)=O)N1CCN(c2cccc(Cl)c2)CC1 is listed as OVCAR-4 = 100.8; A498 = 119.4; IGROV1 = 118.8; RXF 393 = 143.1; OVCAR-8 = 95.0; SK-OV-3 = 109.6; OVCAR-3 = 122.5; ACHN = 111.2; OVCAR-5 = 104.1
ClC/C=C/c1ccccc1 is listed as OVCAR-4 = 114.3; A498 = 107.0; IGROV1 = 96.5; RXF 393 = 105.4; OVCAR-8 = 110.3; SK-OV-3 = 111.0; OVCAR-3 = 98.5; ACHN = 101.3; OVCAR-5 = 115.1

Next structures.
Results follow in this order: OVCAR-4	A498	IGROV1	RXF 393	OVCAR-8	SK-OV-3	OVCAR-3	ACHN	OVCAR-5
> O=S(=O)(NC1c2ccccc2Oc2ccccc21)c1ccccc1
  88.6	92.2	97.3	86.6	88.8	99.6	97.6	84.5	101.5
> N#Cc1ccc(C(c2c[nH]c3ccc(Cl)cc3c2=O)n2ccnc2)cc1 (centres undefined)
  100.7	75.3	90.9	.	97.0	100.9	110.8	106.6	92.2
> CN(C)c1ccc(/C=C/C(=O)c2ccc(NC(=O)CSc3nc4c([nH]3)c(=O)n(C)c(=O)n4C)cc2)cc1
  104.9	93.4	113.2	103.8	98.7	109.7	106.6	109.3	112.6
> CC(=O)NCCCOc1ccc([N+](=O)[O-])cc1
  113.1	94.0	114.5	.	100.5	111.3	112.9	103.9	100.2
> Clc1ccc(/C=C/c2ccccn2)c(Cl)c1
  71.2	.	69.6	108.2	100.8	103.0	90.4	104.2	105.6
> COc1ccc(/C=C2\CCC/C(=C\c3ccc(OC)c(OC)c3)C2=O)cc1OC
  -0.9*	35.5	5.0*	-32.5*	2.0*	29.7	13.8	8.3*	41.0
> COc1ccc(-c2cc(-c3cccnc3)nc(OCC#N)c2C#N)cc1OC
  93.9	82.7	104.3	84.3	86.1	92.4	102.5	84.0	86.6
> Cc1nc(Nc2ccc(NC(=O)Nc3ccccc3)cc2)c2ccccc2n1
  118.3	109.8	103.2	.	109.4	102.0	101.3	105.3	114.2
> CN(C)C(C)(CO)CO
  100.4	98.8	99.7	114.9	104.3	100.3	102.5	105.1	109.9
> OC(CCN1CC2CCC(CC2)C1)(Cc1ccccc1)c1ccco1 (centres undefined)
  109.3&97.4	83.4&96.7	100.6&106.8	109.9&111.0	101.6&110.1	107.8&99.4	105.3&108.1	104.2&108.3	101.6&107.9
> CCCCN1C(=O)c2cccc3c(-c4ccc5c(c4)ncn5C4CCCCC4)ccc(c23)C1=O
  97.6	117.6	107.6	118.4	89.9	92.3	100.9	106.9	98.3
> COc1ccc(-c2nc3c(ncc4ccc(-c5ccccc5)nc43)s2)cc1
  96.3	59.0	107.8	98.8	100.8	116.6	114.9	95.0	115.1
> CCn1c(Sc2nnc(NC(=O)CCN3CCOCC3)s2)nc2c1c(=O)n(C)c(=O)n2C
  90.9	.	102.2	92.7	96.9	.	90.8	88.5	100.1
> CCOC(=O)C1=C(C)NC(=O)NC1c1c(Cl)n(CCCl)c2ccccc12 (centres undefined)
  111.7	95.3	102.8	98.1	96.7	104.4	98.5	99.0	100.9
> Nc1nc(N)c2cc(CNc3ccc(C(=O)NC(CC(=O)O)C(=O)O)cc3)ccc2n1 (centres undefined)
  50.8	19.1	38.7	.	-13.2*	47.4	50.5	25.9	30.1
> Cc1nc2ccc(Nc3nc(N4CCOCC4)nc(N4CCN(C)CC4)n3)cc2n1Cc1ccccc1
  112.2	40.6	98.2	61.1	93.6	96.2	94.7	94.7	101.4
> COc1ccc(-c2nc(SCC(=O)c3ccc(-c4ccccc4)cc3)[nH]c(=O)c2C#N)cc1
  84.6	79.0	94.2	98.1	95.0	76.1	93.2	90.0	82.7
> CN1CCc2c(sc3ncnc(N/N=C/c4ccc(Cl)c(Cl)c4)c23)C1
  20.9	.	73.2	42.1	31.8	28.3	71.5	-84.7*	71.4
> CCOc1ccc(-c2nc3ccccc3s2)cc1OCC
  89.0	76.0	70.9	78.4	100.2	92.8	97.8	87.1	103.5
> COc1cc2oc(-c3cccc(C(=O)Nc4ccc(Cl)cc4)c3)cc(=O)c2c(OCCNC(=O)[C@H](CCC(=O)OC(C)(C)C)NC(=O)OC(C)(C)C)c1OC
  93.0	113.1	89.9	84.3	100.1	101.8	110.4	93.7	107.2
> COc1cccc(/C=N\Nc2ccc([N+](=O)[O-])cn2)c1OC
  106.3	100.5	113.3	111.1	94.3	114.6	130.8	101.2	110.3
> CCCCOc1ccc(OCCN2CCN(C(=O)OCC)CC2)cc1
  82.9	94.7	93.1	121.0	87.3	73.2	98.5	92.4	104.4
> OCc1ncccc1O
  108.1&102.3	122.8&121.8	107.1	.	102.0&102.9	97.5&99.0	119.5	104.1&100.1	138.0&104.7
> Fc1cccc(-c2nc(-c3c[nH]c4ncccc34)cs2)c1
  9.4*[100 µM]	76.6[100 µM]	81.5[100 µM]	51.7[100 µM]	45.3[100 µM]	55.9[100 µM]	36.1[100 µM]	22.0[100 µM]	74.9[100 µM]
> C#CCOc1cccc(Nc2ncnc3cc(NC(=O)CCl)ccc23)c1
  -41.0*	-25.6*	-64.6*	-75.6*	-30.2*	-55.8*	-76.7*	-84.1*	-73.0*
> CC(=O)Oc1ccccc1C(=O)Nc1ccc(C(=O)/C=C/c2ccccc2)cc1
  102.9	61.1	111.4	116.4	105.8	124.5	119.9	110.0	109.2
> COC1CC(O)C2=C(CC3C(/C(C)=C\CC=C(C)C)CCC3(C)O2)C1=O (centres undefined)
  113.4	103.1	109.9	109.7	99.9	107.3	108.6	111.0	113.6

A run of entries of the results above, as a working copy:
Results follow in this order: OVCAR-4	A498	IGROV1	RXF 393	OVCAR-8	SK-OV-3	OVCAR-3	ACHN	OVCAR-5
> Fc1cccc(-c2nc(-c3c[nH]c4ncccc34)cs2)c1
  9.4*[100 µM]	76.6[100 µM]	81.5[100 µM]	51.7[100 µM]	45.3[100 µM]	55.9[100 µM]	36.1[100 µM]	22.0[100 µM]	74.9[100 µM]
> C#CCOc1cccc(Nc2ncnc3cc(NC(=O)CCl)ccc23)c1
  -41.0*	-25.6*	-64.6*	-75.6*	-30.2*	-55.8*	-76.7*	-84.1*	-73.0*
> CC(=O)Oc1ccccc1C(=O)Nc1ccc(C(=O)/C=C/c2ccccc2)cc1
  102.9	61.1	111.4	116.4	105.8	124.5	119.9	110.0	109.2
> COC1CC(O)C2=C(CC3C(/C(C)=C\CC=C(C)C)CCC3(C)O2)C1=O (centres undefined)
  113.4	103.1	109.9	109.7	99.9	107.3	108.6	111.0	113.6

Source: PubChem BioAssay (NCI)
